Source: PubChem BioAssay (several laboratories)
CRFBP-R2 agonist: agonists of human CRF-binding protein/CRF-R2 receptor complex | HEK293 CRF-R2/CRF-BP, calcium dye fluorescence (FLIPR); percent of saturating CRF peptide response | activation, % at 13.2 µM | actives 0.46% (n = 350,000) | AID 588473;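 active means activation of at least 50%, plus an integration ratio under a set limit after plate pattern correction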;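 further: plate controls were neutral control wells without compound for no effect and CRF at EC100 for full effect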
M5 ag: CHRM5 agonism in calcium assay; P08912; CHO-K1 hM5 cells, Fluo-8 calcium fluorescence; 0% DMSO wells, 100% maximal acetylcholine response; activation, % at 3 µM; actives 0.19% (n = 360,000); AID 624037;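 active means activation above the run's mean over test compounds plus 3 SD, cut at about 23% in these data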;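 further: signal is peak over basal fluorescence ratio across the kinetic read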
Target sequence (P08912 whole entry, looked up): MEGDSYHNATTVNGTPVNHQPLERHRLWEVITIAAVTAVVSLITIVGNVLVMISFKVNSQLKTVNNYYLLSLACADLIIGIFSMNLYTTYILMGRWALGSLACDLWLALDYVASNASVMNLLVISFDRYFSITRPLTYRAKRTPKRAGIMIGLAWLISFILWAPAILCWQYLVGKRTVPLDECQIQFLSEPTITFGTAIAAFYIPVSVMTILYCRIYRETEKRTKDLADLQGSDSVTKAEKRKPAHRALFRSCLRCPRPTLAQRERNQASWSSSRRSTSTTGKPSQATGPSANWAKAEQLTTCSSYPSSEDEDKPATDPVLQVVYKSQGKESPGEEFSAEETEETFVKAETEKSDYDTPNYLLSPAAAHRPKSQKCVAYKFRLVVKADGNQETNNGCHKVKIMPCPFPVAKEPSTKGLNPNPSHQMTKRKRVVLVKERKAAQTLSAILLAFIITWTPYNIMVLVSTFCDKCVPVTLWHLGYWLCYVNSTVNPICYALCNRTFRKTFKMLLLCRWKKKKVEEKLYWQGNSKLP
CHRM1 PAM: positive allosteric modulators of human M1 muscarinic receptor; AID 588819; P11229; CHO-K1 hM1, Fluo-8 calcium fluorescence, ACh EC20; 0% = ACh EC20, 100% = maximal ACh; actives 0.088% (n = 360,000); activation, % at 3 µM; in the data active means activation above about 19%, passing the limit was not always enough
Target sequence (P11229 whole entry, looked up): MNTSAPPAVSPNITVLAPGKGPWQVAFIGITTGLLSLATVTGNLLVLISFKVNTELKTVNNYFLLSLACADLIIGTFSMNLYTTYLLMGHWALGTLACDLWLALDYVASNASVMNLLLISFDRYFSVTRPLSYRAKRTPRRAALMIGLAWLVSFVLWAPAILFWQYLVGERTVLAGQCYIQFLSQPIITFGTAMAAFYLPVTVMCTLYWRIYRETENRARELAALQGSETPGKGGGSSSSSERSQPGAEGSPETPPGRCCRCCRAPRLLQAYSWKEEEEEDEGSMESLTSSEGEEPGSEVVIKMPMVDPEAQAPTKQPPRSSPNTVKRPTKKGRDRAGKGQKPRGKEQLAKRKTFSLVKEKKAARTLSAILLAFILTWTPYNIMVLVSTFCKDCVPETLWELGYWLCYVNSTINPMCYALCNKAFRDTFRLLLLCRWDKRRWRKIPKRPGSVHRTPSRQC
CHRM4 PAM: CHRM4 positive allosteric modulation; P08173; CHO-K1 hM4/Gqi5, Fluo-8 calcium fluorescence, ACh EC20; 0% = ACh EC20, 100% = maximal ACh; activation, % at 3 µM; actives 0.4% (n = 360,000);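 active means activation above its plate's cutoff, the mean activation of sample wells plus 3 SD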; further: some results filed as inactive read as strong as hits
M5 antag: CHRM5 antagonism in calcium assay | P08912 | CHO-hM5 cells, Fluo-8 calcium fluorescence, ACh EC80 | inhibition, % at 3 µM | actives 0.59% (n = 360,000);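 active means inhibition above a per-plate cutoff, the mean of that plate's test compounds plus 3 SD, cut at about 27% in these data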;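 further: 0% = acetylcholine EC80 with DMSO and 100% = DMSO without agonist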
CHRM5 PAM: CHRM5 positive allosteric modulation. P08912. activation, % at 3 µM. CHO-K1 hM5, Fluo-8 calcium, ACh EC20 PAM; 0% = ACh EC20, 100% = ACh EC100. AID 624038. actives 0.3% (n = 360,000);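 active means activation above the run cutoff, the mean activation of all test compounds plus 3 SD, cut at about 18% in these data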
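System – CHO-K1 hM5 cells · Compound – 3 µM, single dose · Incubation – compound preincubation 140 s before EC20 acetylcholine addition · Technique – Fluo-8 calcium fluorescence · Measure – Max/basal fluorescence ratio as % of EC20–EC100 ACh window · Benchmarks – low control EC20 acetylcholine (0%), high control EC100 acetylcholine (100%) · Replication – singlicate, one well per test compound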
M4 ag: agonists of human muscarinic M4 receptor (CHRM4); actives 0.14% (n = 360,000); activation, % at 3 µM; AID 624127; CHO-K1 hM4/Gqi5, Fluo-8 calcium fluorescence; vehicle 0%, full acetylcholine response 100%; P08173;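 active means activation above the run mean over all test wells plus 3 SD, cut at about 32% in these data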;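 further: peak over basal fluorescence ratio per well then scaled between controls; 0% = DMSO wells and 100% = acetylcholine at EC100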
CHRM4 antagonist: CHRM4 antagonism in calcium assay; inhibition, % at 3 µM; actives 0.73% (n = 360,000); CHO-hM4 cells, ACh EC80, Fluo-8 calcium fluorescence;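 active means inhibition above its plate's cutoff, the mean inhibition of sample wells plus 3 SD, cut at about 27% in these data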;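 further: 0% = acetylcholine EC80 with DMSO and 100% = DMSO without agonist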
CRFBP-R2 block: blocks CRF-induced signaling of the CRF-BP/CRF-R2 complex | HEK293 CRF-R2/CRF-BP, CRF-induced calcium fluorescence | inhibition, % at 11.8 µM | actives 0.59% (n = 350,000);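 active means inhibition of the ligand-induced calcium signal above about 50% at the single tested concentration, limit read from the data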
Starred values were filed as active, the others as inactive; / = no result given. A portion of the library. The share of hits here may be higher or lower than overall.

Fields: CHRM1 PAM | M4 ag | CHRM5 PAM | M5 ag | M5 antag | CRFBP-R2 block | CHRM4 PAM | CRFBP-R2 agonist | CHRM4 antagonist
COC(=O)C1=C(c2ccccc2OCc2ccccc2)C[C@@H]2CC[C@H]1N2C(=O)NCc1ccc(C(C)(C)C)cc1
→ -8 | 1 | -3 | -1 | 7 | -1 | -9 | 0.1 | 13
O=P(Nc1ccccc1)(Nc1ccccc1)Oc1ccccc1
→ -3 | 15 | -10 | 4 | 4 | -25 | -11 | 1.0 | -1
O=C(/C=C/c1c[nH]c2ccccc12)c1c(O)n(CCc2ccccc2)c(=O)[nH]c1=O
→ -3 | 2 | -5 | 6 | -8 | -132 | 0 | 166* | -4
CN1CCN(c2c(F)cc([N+](=O)[O-])c(N)c2Br)CC1
→ 8 | 4 | 5 | -10 | -6 | 0 | 4 | -0.7 | 2
COc1ccc2c(CCN)c[nH]c2c1
→ 12 | 1 | 4 | 1 | -4 | 5 | 21 | -0.2 | 8
O=C(NC1CONC1=O)OCC(Cl)(Cl)Cl (stereo not given)
→ 4 | 0 | -3 | -2 | 5 | 42 | 4 | -2.5 | -2
CCOc1ccc(CC2(CCc3ccncc3)C(=O)NC(=O)NC2=O)cc1
→ 11 | 2 | -2 | -3 | -15 | 11 | 1 | -4.1 | 3
CCC/C(=N\O)c1c[nH]c2ccccc12
→ -3 | 2 | -3 | -2 | -3 | 5 | 5 | -1.0 | -18
Cc1ccc(-c2nc3ccccc3c(=O)n2-c2cc(C)ccn2)cc1
→ 0 | -1 | 4 | -1 | 3 | 0 | -5 | -0.3 | -6
COc1ccc2nc(/N=C/c3c(O)n(-c4cccc(Cl)c4)c(=O)[nH]c3=O)sc2c1
→ -1 | 1 | -2 | -4 | 3 | -10 | 12 | 12 | 12
COC(=O)C1=C(c2ccc(F)cc2F)C[C@@H]2CC[C@H]1N2C(=O)NC(C)C
→ -1 | 0 | 6 | -2 | 4 | 1 | 5 | -0.7 | 2
CCCCn1c(=O)c(C(=O)NC(C)c2ccccc2)c(O)c2ccccc21 (stereo not given)
→ 9 | 0 | -4 | -1 | -2 | -16 | -2 | 3.6 | -4
CCc1ccc(N2C(=O)NC(=O)/C(=C/c3cccn3CCOc3ccc(C)cc3)C2=O)cc1
→ 5 | 1 | -5 | -1 | 10 | -35 | 2 | 23 | 4
COC(=O)C1=C(c2ccc(Cl)c(C(F)(F)F)c2)C[C@@H]2CC[C@H]1N2C(=O)NCc1cc(C)oc1C(F)(F)F
→ 0 | 0 | -3 | -2 | 12 | 19 | 0 | -0.6 | -4
CSCCC(NC(=O)CCC(=O)OC1CC[C@H]2[C@@H]3CC[C@H]4CC(=O)CC[C@]4(C)[C@H]3CC[C@]12C)C(=O)O (stereo not given in full)
→ 13 | 0 | 4 | -6 | -2 | -8 | -6 | -0.9 | -3
OC(c1ccccc1)(c1ccccc1)C1CCCN1 (stereo not given)
→ 2 | 1 | 2 | -5 | 1 | -25 | 1 | -1.6 | 7
O=c1ccc2cc(O[C@@H]3O[C@@H](CO)[C@H](O)[C@@H](O)[C@@H]3O)c(O)cc2o1
→ 10 | 1 | 1 | -3 | 4 | 5 | 0 | 1.9 | 2
CC(=O)NC(=O)NC(C)Cc1ccccc1 (stereo not given)
→ 5 | 0 | 1 | -2 | 0 | 2 | 4 | -1.5 | -6
CCC1(CCc2ccncc2)C(=O)NC(=O)NC1=O
→ -2 | 1 | 1 | -2 | -8 | -8 | 4 | -1.8 | -5
CS(=O)(=O)c1ccc(C2=C(CNC(=O)c3cccs3)[C@H]3CC[C@@H](C2)N3CCOc2ccccc2)cc1
→ -25 | 1 | -14 | -4 | 9 | -21 | -8 | -0.4 | 14

Part of the list above in another layout:
> CSCCC(NC(=O)CCC(=O)OC1CC[C@H]2[C@@H]3CC[C@H]4CC(=O)CC[C@]4(C)[C@H]3CC[C@]12C)C(=O)O (stereo not given in full)
  CHRM1 PAM: 13	M4 ag: 0	CHRM5 PAM: 4	M5 ag: -6	M5 antag: -2	CRFBP-R2 block: -8	CHRM4 PAM: -6	CRFBP-R2 agonist: -0.9	CHRM4 antagonist: -3

> OC(c1ccccc1)(c1ccccc1)C1CCCN1 (stereo not given)
  CHRM1 PAM: 2	M4 ag: 1	CHRM5 PAM: 2	M5 ag: -5	M5 antag: 1	CRFBP-R2 block: -25	CHRM4 PAM: 1	CRFBP-R2 agonist: -1.6	CHRM4 antagonist: 7

(further entries)
Fields: CHRM1 PAM | M4 ag | CHRM5 PAM | M5 ag | M5 antag | CRFBP-R2 block | CHRM4 PAM | CRFBP-R2 agonist | CHRM4 antagonist
COc1ccc(-n2c(O)c(C(C)=NCCc3c[nH]c4ccccc34)c(=O)[nH]c2=O)cc1
→ 14 | 0 | 0 | 0 | 10 | 0 | -2 | 1.0 | 2
C#CC1(O)C=CC2C3CCC4=CC(=O)CCC4C3CCC21CC (stereo not given)
→ 2 | 10 | -7 | 10 | 4 | 9 | -19 | -9.7 | -11
C[C@]12CCC(OC(=O)CCC(=O)O)CC1=CCC1C2CC[C@]2(C)C(=O)CCC12 (stereo not given in full)
→ 20 | 0 | 1 | -2 | 0 | 13 | 2 | -0.9 | -4
Fc1ccc(CCNCc2ccc(Cl)c(Cl)c2)cc1
→ 8 | 10 | -11 | 5 | 7 | -83 | 6 | 5.6 | -17
CS(=O)(=O)c1ccc(C2=C(CNC(=O)c3cccnc3)[C@H]3CC[C@@H](C2)N3Cc2ccco2)cc1
→ 5 | 1 | -1 | -1 | 7 | -1 | 7 | -0.7 | -3
Cc1ccc(OCCSC2=NN2c2cc(C)nc(N)n2)cc1
→ 5 | 1 | 13 | 1 | -5 | -1 | 0 | 0.3 | -12
NC(=O)Cn1cc(C=C2C(=O)NC(=O)NC2=O)c2ccccc21
→ -1 | 0 | 0 | -2 | 15 | -1 | -2 | -0.3 | 7
c1ccc(P(c2ccccc2)c2ccccn2)cc1
→ 0 | 1 | 15 | -3 | 5 | 6 | -5 | -0.9 | -5
COc1ccc(N2C(=O)/C(=C/c3cccs3)C(=O)NC2=S)cc1
→ 2 | 1 | 1 | 4 | 3 | 7 | -12 | 2.2 | -9
COC1=CC2[C@@H]3Cc4ccc(OC)c(O)c4[C@]2(CCN3C)CC1=O (stereo not given in full)
→ 14 | 0 | 1 | -1 | 3 | -11 | 1 | 2.3 | -4
Cc1ccccc1-n1c(O)c(/C=C2/C(c3ccccc3)=Nc3ccccc32)c(=O)[nH]c1=O
→ 0 | 5 | -4 | 0 | 3 | -81 | -3 | 7.4 | -6
COC(=O)C1=C(c2ccc(OC(F)(F)F)cc2)C[C@@H]2CC[C@H]1N2C(=O)NCCOc1ccc(OC)cc1
→ -1 | 3 | 0 | 2 | 5 | -5 | -2 | 0.6 | -5
COC(=O)C1=C(c2ccc(C(C)=O)cc2)C[C@@H]2CC[C@H]1N2C(=O)N1CCC(C)CC1
→ 4 | -1 | -7 | -5 | 10 | 9 | 0 | -1.7 | 3
O=c1[nH]c(O)c(/C=C2\C=NN=C2c2ccccc2)c(=O)[nH]1
→ 6 | 0 | -4 | 0 | -1 | -29 | 5 | 0.0 | 3
COC(=O)C1=C(c2ccc(F)cc2OCc2ccccc2)C[C@@H]2CC[C@H]1N2C(=O)NC(C)C
→ 4 | -2 | -2 | 0 | 5 | 2 | 14 | 6.5 | -1
NC(=O)c1cc([N+](=O)[O-])cc([N+](=O)[O-])c1
→ 4 | 1 | 2 | 1 | -3 | 16 | 4 | 0.1 | 1
COC1=C(C)C(=O)C2=C(C1=O)C(CO)N1C(C#N)C3CC4C(C1C2N1CCOC41)N3C (stereo not given)
→ 15 | 1 | 2 | 1 | 11 | -12 | 3 | 5.5 | -4
CCOP(=O)(OCC)C(NC(=O)c1ccc(C)cc1)C(Cl)(Cl)Cl (stereo not given)
→ 1 | -1 | 3 | -2 | 2 | -64 | -3 | 0.6 | 10
Cc1ccc2c(CN3CC=C(c4ccccc4)CC3)cc(=O)oc2c1C
→ -6 | 1 | -5 | -5 | 5 | 8 | 1 | -0.7 | -2
CCCCCCC(=O)c1c(O)n(-c2ccccc2OC)c(=O)[nH]c1=O
→ 5 | 0 | 1 | -2 | -5 | 6 | 0 | 6.9 | -2

The listing continues.
Fields: CHRM1 PAM | M4 ag | CHRM5 PAM | M5 ag | M5 antag | CRFBP-R2 block | CHRM4 PAM | CRFBP-R2 agonist | CHRM4 antagonist
CCNCC1(c2ccc(OC)c(OC)c2)CCCC1
→ 11 | 1 | 3 | -2 | -4 | -24 | 11 | 7.9 | -10
Fc1cccc(C2NCc3ccccc3-n3cccc32)c1 (stereo not given)
→ 3 | 0 | 5 | -4 | 1 | -15 | 2 | 0.7 | 3
CCCCN(Cc1ccccc1)C1CCN(CCc2ccccc2)CC1
→ -13 | 9 | -16 | -5 | 9 | -1 | -13 | 0.4 | -3
Cc1cccc(OP(N)(N)=O)c1C
→ 1 | 1 | -3 | -1 | 0 | 10 | 3 | 2.2 | -10
CCC(=NCc1cccnc1)c1c(O)n(Cc2ccccc2)c(=O)[nH]c1=O
→ 2 | 0 | -4 | 3 | 6 | -4 | 2 | 1.6 | 0
CNC(=O)c1cccn(Cc2cc(C(F)(F)F)cc(C(F)(F)F)c2)c1=O
→ -28 | 26 | -21 | 13 | 15 | -19 | -16 | 2.9 | 17
CC[N+](C)(CC)CCCOC(=O)C(O)(c1ccccc1)C1CCCCC1 (stereo not given)
→ -23 | 1 | -33 | -11 | 98* | 5 | -24 | -1.2 | 99*
COc1cc(/C=C2\C(=O)NC(=O)N(c3ccccc3)C2=O)c([N+](=O)[O-])cc1OC
→ 5 | 1 | 1 | 0 | -1 | -4 | -4 | 0.1 | 4
CCOC(=O)C(NC(=O)CC)(Nc1ccc(C(O)(C(=O)OCC)C(F)(F)F)cc1C)C(F)(F)F (stereo not given)
→ 1 | 0 | -3 | -1 | 2 | -24 | -1 | 3.4 | -6
O=C1NCN(c2ccccc2)C12CCN(C(c1ccnc3ccccc13)c1nnnn1C1CCCCC1)CC2 (stereo not given)
→ -3 | 0 | -3 | 1 | 1 | / | -8 | / | 5
Cn1cc(C(=O)OCC(=O)NC2CCCC2)c2ccccc21
→ 4 | 1 | 6 | -7 | 5 | 19 | 0 | -1.8 | 8
Cc1onc(-c2c(Cl)cccc2Cl)c1C(=O)Nc1ccc2c(C(F)(F)F)cc(=O)oc2c1
→ 3 | 1 | 3 | -1 | 6 | -11 | 8 | 7.5 | 6
CC(C)(C)N1CC(C(=O)c2ccccc2)C1c1ccccc1 (stereo not given)
→ -10 | -1 | -8 | -12 | 6 | 21 | -5 | -2.4 | 2
Cn1c(O)c(Cc2ccc(OCc3ccccc3)cc2)c(=O)n(C)c1=O
→ 11 | 4 | -3 | -3 | -6 | 9 | -4 | -1.2 | -3
Cc1nn(Cc2ccccc2)c(C)c1C(=O)OCC(=O)Nc1ccccc1SCC#N
→ 2 | 4 | -4 | -1 | 4 | 14 | -7 | 19 | 11
COc1ccc2[nH]c3c(c2c1)CCN=C3C
→ -2 | 1 | 0 | 0 | -1 | -1 | -6 | 3.9 | 3
CCOc1ccc(C2SCC(=O)Nc3c2c(C)nn3C2CCOC(C)(C)C2)cc1 (stereo not given)
→ 7 | 0 | -8 | -3 | 10 | -2 | -1 | -0.2 | 1
COc1ccc(-n2c(-c3ccccc3Br)nc3ccccc3c2=O)cc1
→ -22 | 3 | -15 | -7 | 21 | 11 | -13 | -0.5 | 5
CC1(C)CC(n2[nH]c(=O)c3c2NC(=O)CSC3c2ccccc2)CCO1 (stereo not given)
→ 6 | 0 | -3 | -2 | 5 | -1 | -1 | 5.0 | 8
